HepG2 tox: kills HepG2 cells in TGF-b inhibitor counter-screen. HepG2 CAGA-GFP viability, ATP luminescence, 18 h. Potency, µM (series often up to 46.1 µM), without a hit: at the highest dose activity change, negative = cytotoxicity, usual class: cytotoxic. 410,000 tested, 0.76% active. AID 588856; further: some results filed as inactive show a strong effect at the top dose
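HepG2 CAGA-GFP cells (1000/well, DMEM with 1% FBS) received compound, then TGF-beta at 500 pg/mL final, and were incubated 18 hours at 37 degrees C. Viability was read by CellTiter-Glo luminescence. Media-only wells were set as complete cell-killing and DMSO as no toxicity.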
A549 viability: A549 cytotoxicity, counter-screen for Nrf2 inhibitors; 390,000 tested, 0.16% active; Potency, µM (series often up to 46 µM), for inactives: at the top dose activity change, negative = cytotoxicity, actives largely listed as inhibitors; A549 ARE-Fluc cells, CellTiter-Fluor viability, 18-24 h; AID 504648; further: on the % scale 0 is the no-effect control and ±100 the full control effect
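Cytotoxicity counterscreen: CellTiter-Fluor fluorescence was measured in A549 ARE_Fluc cells after 18-24 h of compound exposure in a concentration series. The subsequent BugLite luminescent read reports ARE-luciferase activity.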
EPAC2 antagonist: blocks human EPAC2 exchange factor; EPAC2 GEF exchange of Rap1B-BODIPY-GDP, fluorescence; 360,000 tested, 0.18% active; Q8WZA2; AID 720708; Potency, µM (series often up to 114 µM), without a hit: at the highest dose activity, negative = inhibition, usual class: inhibitors; further: on the % scale 0 is the no-effect control and ±100 the full control effect; nearly all actives have a fitted effect of over 45% in size; many of its hits are not listed in these tables
Target sequence (Q8WZA2 whole entry, looked up): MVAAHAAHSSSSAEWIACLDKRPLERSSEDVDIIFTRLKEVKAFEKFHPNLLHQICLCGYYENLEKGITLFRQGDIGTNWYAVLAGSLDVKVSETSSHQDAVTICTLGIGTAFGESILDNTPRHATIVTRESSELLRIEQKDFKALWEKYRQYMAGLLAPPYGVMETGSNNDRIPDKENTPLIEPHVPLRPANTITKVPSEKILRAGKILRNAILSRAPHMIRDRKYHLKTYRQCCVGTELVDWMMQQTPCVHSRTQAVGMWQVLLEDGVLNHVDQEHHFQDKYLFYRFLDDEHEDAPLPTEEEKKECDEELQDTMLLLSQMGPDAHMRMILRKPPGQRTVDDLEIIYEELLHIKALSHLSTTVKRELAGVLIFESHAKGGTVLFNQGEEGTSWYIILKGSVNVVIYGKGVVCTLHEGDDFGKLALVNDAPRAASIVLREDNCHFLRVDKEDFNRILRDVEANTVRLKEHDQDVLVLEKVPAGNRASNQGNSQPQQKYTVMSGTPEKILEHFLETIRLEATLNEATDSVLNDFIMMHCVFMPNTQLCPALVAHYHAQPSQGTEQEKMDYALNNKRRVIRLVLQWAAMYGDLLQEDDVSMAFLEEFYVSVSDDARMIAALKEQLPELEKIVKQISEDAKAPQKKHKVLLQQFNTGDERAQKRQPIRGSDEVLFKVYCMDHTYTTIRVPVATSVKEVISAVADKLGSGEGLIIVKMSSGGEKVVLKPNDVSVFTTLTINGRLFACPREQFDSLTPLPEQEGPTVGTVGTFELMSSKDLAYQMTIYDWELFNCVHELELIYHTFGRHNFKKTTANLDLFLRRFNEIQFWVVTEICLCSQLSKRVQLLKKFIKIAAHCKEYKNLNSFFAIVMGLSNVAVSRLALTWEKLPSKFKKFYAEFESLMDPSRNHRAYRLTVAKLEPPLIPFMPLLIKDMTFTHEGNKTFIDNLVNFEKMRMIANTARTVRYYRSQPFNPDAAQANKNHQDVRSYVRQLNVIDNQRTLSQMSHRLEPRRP
Nrf2 activator: activates Nrf2 signaling. AREc32 ARE-luciferase reporter (MCF7-derived line), luminescence, 24 h. Potency, µM (doses to about 46.1 µM), inactives show at the highest dose activation, actives largely listed as activators. 410,000 tested, 0.31% active; further: % of control where 0% means no effect; nearly all actives have a fitted effect of over 65% in size
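Each well held 1000 AREc32 cells, which were incubated with compound for 24 hr at 37 deg C after overnight attachment, and ARE reporter activity was quantified by firefly luciferase luminescence.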
Nrf2 block: Nrf2 pathway inhibition. A549 ARE-Fluc reporter, luciferase luminescence, 18-24 h. Potency, µM (doses to about 46 µM), inactives show top-dose activity change, negative = inhibition, usual class: inhibitors. 360,000 tested, 2.1% active; further: on the % scale 0 is the no-effect control and ±100 the full control effect; nearly all actives have a fitted effect of over 60% in size
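Reporter: ARE-Fluc in A549. Exposure: 18-24 h, 37 °C, 5% CO2, 5% FBS OPTI-MEM. Readouts: fluorescent cytotoxicity (CellTiter-Fluor), then luminescent Nrf2 signal after BugLite.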
ATXN2 expr inh: ATXN2 expression inhibition; Potency, µM (top dose mostly 57 µM), inactives show top-dose activity change, negative = inhibition, usual class: inhibitors; 360,000 tested, 0.72% active; AID 1745845; HEK-293 ATXN2-luciferase reporter, luminescence, 24 h; further: on the % scale 0 is the no-effect control and ±100 the full control effect; nearly all actives have a fitted effect of over 55% in size
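ATXN2-luciferase reporter cells (luciferase flanked by upstream and downstream ATXN2 gene portions) were treated 24 h at 37 °C with compounds at up to 57 uM. SteadyGlo luminescence gave expression; GF-AFC fluorescence gave viability.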
ATXN viability: cell viability loss in ATXN counter-screen; S2 cells (HEK-293 line with an ATXN2-luciferase reporter) viability, CellTiter-Fluor protease fluorescence, 24 h; Potency, µM (titrated, usually from 56.7 µM), actives largely listed as cytotoxic; 400,000 tested, 0.49% active; AID 651635; further: nearly all actives have a fitted effect of over 40% in size
TGFb inhibitor: inhibitors of TGF-b signaling. AID 588855. HepG2 CAGA-GFP TGF-b/SMAD3 reporter, GFP fluorescence, 18 h; TGF-beta stimulated, 500 pg/mL final. 410,000 tested, 1.2% active. Potency, µM (highest dose often 46.1 µM), inactives show at the top dose activity, negative = inhibition, actives largely listed as inhibitors; further: on the % scale 0 is the no-effect control and ±100 the full control effect; nearly all actives have a fitted effect of over 65% in size
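TGF-beta reporter screen: HEPG2 CAGA-GFP, 1% FBS, 500 pg/mL TGF-beta final, 18 h; per-cell GFP summed per well; curves fitted and categorized by class.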
MCF10A rerep: DNA re-replication induction in MCF 10a cells | AID 624296 | MCF 10A DNA re-replication, Hoechst nuclear intensity, 48 h | 350,000 tested, 2.9% active | Potency, µM (highest dose often 46.1 µM), for the others: at the highest dose activity, positive = re-replication, most hits filed as activators; further: % of control where 0% means no effect; nearly all actives have a fitted effect of over 50% in size
Starred values were filed as active, the others as inactive; i = inactive; ? = inconclusive; . = not tested or not shown; & = joins results of further samples; ! = not active in a repeat; [ ] = another dose, or the depositor's remark. The call rests on the fitted dose curve; in most records, active means well fitted curve in the direction sought with a large enough effect; inconclusive means small, poorly fitted or top-dose-only effect, or another doubt; inactive means no such curve, though single readings can be large; an effect the other way counts as inactive or inconclusive. Potency means the concentration at half of the fitted maximal effect. An excerpt, so the mix of outcomes need not match the whole.

SMILES	HepG2 tox	A549 viability	EPAC2 antagonist	Nrf2 activator	Nrf2 block	ATXN2 expr inh	ATXN viability	TGFb inhibitor	MCF10A rerep
O=C(Cc1ccc(Cl)cc1)Nc1ccc(Br)cn1	-23%	-1%	-6%	0.2%	27%	-12%	i	-11%	4%
Cc1cc(C)c(OCCCON2C(=O)CCC2=O)c(Br)c1	-17%	-16%	-13%	-0.1%	?	-8%	i	-8%	-1%
O=C(N/N=C/c1c(O)n(-c2ccc(Cl)cn2)c(=O)c2ccccc12)c1ccncc1	6%	?	32%[activator]	-0.5%	3%	11%	.	26%	3%
NC(=Nc1ccccc1)N(c1ccccc1)c1ccccc1	2%	6%	-2%	3.9%	?	-14%	i	26%	12µM*
CCCn1c(SCC(=O)NNC(=O)c2ccccc2)nnc1-c1cccnc1	-6%	0%	-1%	-0.4%	-7%	.	i	-5%	7%
CCCN1C(=O)c2cc(C(=O)Nc3cccc(C(C)=O)c3)ccc2C1Nc1cccc(C(C)=O)c1 (configuration not stated)	-29%	?	14%	2.6%	-1%	.	i	-7%	9%
C=C(C)c1cccc(C(C)(C)NC(=O)Nc2ncccn2)c1	-10%	3%	-3%	0.3%	-38%	-11%	i	-24%	5%
Cc1ccc(NC(=O)C2CCCCC2)cc1C	0%	-3%	-3%	0.7%	5%	1%	i	-1%	4%
N#CCOc1coc(CN2CCN(c3cccc(Cl)c3)CC2)cc1=O	5%	5%	-4%	-1.3%	6%	-13%	i	-4%	14%
COc1ccc(-c2cc(C(=O)Nc3cc(OC)cc(C(=O)Nc4cccc(C(F)(F)F)c4)c3)[nH]n2)cc1	-74%&-51%	-1%	7%&10%	5.0%&8.0%	-7%	-22%&-15%	?	?	?
c1ccc(C2=Nn3c(nnc3-c3n[nH]c4c3CCC4)SC2)cc1	-43%	4%	8%	?	.	50%[activator]	i	-7%	?
c1ccc2nc(-c3nc4ccccc4[nH]3)ccc2c1	-61%	?	2%	-0.7%	?	?	i	10%	6%
Cc1ccc(S(=O)(=O)NCc2ccc(/C=C(/C#N)C(=O)NCc3ccccc3)o2)cc1	0%	1%	4%	-0.4%	0%	-13%	i	-7%	-8%
[N-]=[N+]=NCCN1CCN(CCc2ccccc2)CCC1=O	2%	-1%	11%	-0.8%	17%	2%	i	8%	-5%
CC(C)CCCN1C(Nc2ccccc2)=NC[C@@H]1C	0%	0%	7%	0.1%	14%	0%	i	12%	8%

As entered above.
Entry for `Cc1ccc(NC(=O)C2CCCCC2)cc1C` under Nrf2 activator: 0.7%
Entry for `CCCn1c(SCC(=O)NNC(=O)c2ccccc2)nnc1-c1cccnc1` under EPAC2 antagonist: -1%
Entry for `c1ccc(C2=Nn3c(nnc3-c3n[nH]c4c3CCC4)SC2)cc1` under EPAC2 antagonist: 8%

Reprinted from the listing (two entries):
SMILES	HepG2 tox	A549 viability	EPAC2 antagonist	Nrf2 activator	Nrf2 block	ATXN2 expr inh	ATXN viability	TGFb inhibitor	MCF10A rerep
O=C(Cc1ccc(Cl)cc1)Nc1ccc(Br)cn1	-23%	-1%	-6%	0.2%	27%	-12%	i	-11%	4%
Cc1cc(C)c(OCCCON2C(=O)CCC2=O)c(Br)c1	-17%	-16%	-13%	-0.1%	?	-8%	i	-8%	-1%

Other results follow.
SMILES	HepG2 tox	A549 viability	EPAC2 antagonist	Nrf2 activator	Nrf2 block	ATXN2 expr inh	ATXN viability	TGFb inhibitor	MCF10A rerep
COc1cc(-c2cc3nc(NC4CCCCC4)ccn3n2)cc(OC)c1OC	-23%	.	-8%	6.5%	.	-16%	?	-20%	.
Cc1ccc(CNC(=O)CCCN2C(=O)COc3ccc(C)cc32)cc1	-10%	-1%	.	-1.1%	.	11%	i	-2%	.
CCCCCCSc1cc(-c2nc3cnccn3c2NCc2ccccc2)ccc1OC	-96%	-2%	-21%	-5.5%	?	0%	i	?	?
CCCCNc1sc(S(=O)(=O)CCC)nc1S(=O)(=O)c1ccc(C)cc1	-8%	3%	.	-0.3%	-26%	7%	i	?	.
COCCn1c(SCC(=O)N2CCCCC2)nc2c([nH]c3ccccc32)c1=O	-20%	-13%	3%	4.3%	-18%	1%	i	2%	18%
Cc1cccc(N2C(=O)C3C4CC(=O)C(c5ccccc54)C3C2=O)c1C (configuration not stated)	-2%	-1%	4%	0.0%	-3%	3%	i	1%	-3%
CSc1nc2ncc(-c3ccsc3)c(N)n2n1	-11%	1%	-5%	2.3%	10%	-5%	i	2%	-1%
CCN(CC)CCCN1CC(=O)N2[C@@H](Cc3c([nH]c4ccccc34)C2(C)C)C1=O	0%	1%	1%	0.3%	1%	-15%	i	0%	7%
COC(=O)[C@H](C)NC(=O)Nc1ccc(C)c(C)c1	8%	1%	0%	-0.4%	-6%	0%	i	26%	0%
COc1ccc(N2C(=O)Cc3c2nc(N)c(C#N)c3N)cc1	3%	2%	4%	0.1%	?	-2%	i	-1%	-5%
O=C(NCC1CCCO1)c1cccc(F)c1 (configuration not stated)	5%	-18%	4%	-0.7%	-10%	0%	i	-4%	-5%
CCc1nn(CC(=O)N2CCN(c3cccc(C)c3C)CC2)c(=O)c2cc3sccc3n12	-8%	0%	.	0.4%	21%	.	.	?	.
CCOc1ccccc1NC(=O)CN1C(=O)C2(SCC(=O)N2c2ccc(C)cc2)c2ccccc21 (configuration not stated)	-17%	-15%	.	1.1%	-15%	-4%	i	-17%	.
COCCN(Cc1nnc(-c2cccs2)o1)C(=O)c1cccc(S(=O)(=O)N2CCOCC2)c1	8%	-2%	8%	-0.6%	8%	12%	i	7%	-17%
O=C1C(=O)N(CCCN2CCOCC2)C(c2ccc(Cl)cc2)/C1=C(/O)c1ccc(F)cc1 (configuration not stated)	5%	13%	2%	-0.1%	12%	-6%	i	-1%	-1%
O=[N+]([O-])c1cccnc1N1CCN(Cc2ccc3c(c2)OCO3)CC1	-4%	-1%	-2%	0.0%	3%	-15%	i	-1%	0%
Cc1ccc(NC(=O)C[n+]2ccn(C3=C([O-])c4ccccc4C3=O)c2)cc1	-4%	-1%	-7%	0.9%	13%	-31%	i	-11%	0%
C/C(Cc1ccccc1)=N\NC(=O)c1ccccn1	-83%	-3%	-4%	0.1%	?	24%	i	-4%	-3%
CC1(N2CCOCC2)C(=O)c2ccccc2C1=O	-11%	-1%	-14%	3.7%	-4%	7%	i	-32%	?
Brc1cccc(CNCc2ccncc2)c1	6%	11%	1%	0.1%	5%	0%	i	4%	2%
CC(=O)N1CCCc2cc(S(=O)(=O)N(CCN(C)C)Cc3ccccc3)ccc21	0%	-5%	.	-0.8%	.	12%	i	11%	.
Cc1ccc(C2CCN(C(=S)NC(C)C)C2)cc1 (configuration not stated)	-39%	-5%	2%	-0.1%	0%	13%	i	0%	3%
Cc1ccc(S(=O)(=O)N2CCN(S(=O)(=O)c3ccccc3)C2)cc1	8%	-1%	11%	-0.6%	15%	5%	i	-29%	5%
Cc1cccc(NC(=S)NC2CCCC2)c1	8%	-1%	10%	-0.3%	25%	18%	i	-16%	1%
C=CCn1c(SCC(=O)N2CC(=O)Nc3ccccc32)nc2scc(-c3ccccc3)c2c1=O	26%	0%	4%	0.4%	?	-8%	i	?	-19%
CC(=O)NS(=O)(=O)c1ccc(NC(=O)c2cccc3ccccc23)cc1	-16%	0%	1%	1.3%	21%	6%	i	0%	?
CC(CN1CCCC1)OC(=O)COc1ccccc1 (configuration not stated)	-13%	-12%	-12%	-0.5%	-5%	-20%	i	-2%	5%
O=Cc1c(Nc2ccccc2Cl)nc2ccccn2c1=O	-7%	0%	-12%	15%	3%	.	i	28%	12%
CCOC(=O)C(NC(=O)NCc1ccc(OC)cc1)(OCC)C(F)(F)F (configuration not stated)	7%	-2%	15%	0.1%	-24%	-6%	i	-5%	2%
CC(C)CC(=O)Nc1ccc(-c2cn3ccsc3n2)cc1	-14%	4%	8%	0.1%	.	-2%	i	11%	8%
CCCCC(=O)Nc1ccc(C(=O)NNC(=S)NC(=O)c2cccs2)cc1	-1%	3%	0%	-0.7%	?	?	i	?	8%
CC(C)[C@H](NC(=O)c1ccccc1)C(=O)OCC(=O)NCCc1ccc(F)cc1	0%	-5%	-1%	-0.5%	8%	-6%	?	0%	3%
COc1cc(/C=N/N2CCOCC2)ccc1OCc1ccccc1	-7%	7%	18%	6.4%	?	1%	i	6%	1%
O=C(CSc1nc2ccccc2n1CC(=O)N1CCOCC1)N1CCCC1	-3%	-8%	5%	0.3%	-5%	-2%	i	-22%	-10%
Cc1c(C(=O)Nc2ccccc2)sc2nc[nH]c(=O)c12	20%	-1%	-1%	-0.2%[9.22 µM]	6%	33%[activator]	i	15%	0%
CN1C(=O)N(C)C(NC(=O)Nc2ccccc2)C1NC(=O)Nc1ccccc1 (configuration not stated)	55%	-3%	-5%	-0.5%	.	-12%	i	22%	-21%
COc1ccc2c(c1)CCc1c(C(=O)Nc3c(C)nn(Cc4c(Cl)cccc4Cl)c3C)noc1-2	-13%	6%	.	0.1%	2%	-12%	i	-14%	.
O=C1C(=C2CCc3ccccc32)Cc2ccccc21	-29%	6%	-4%	?	?	49%[activator]	i	4%	0%
CCc1ccc(N2CC(C(=O)Nc3ccc(S(=O)(=O)N4CCOCC4)cc3)CC2=O)cc1 (configuration not stated)	-7%	0%	-9%	-0.1%	-12%	-4%	i	1%	3%
Cc1ccc(S(=O)(=O)CCC(=O)Nc2nc(-c3cccnc3)cs2)cc1	-14%	-6%	5%	3.3%	8%	0%	i	-21%	2%
CCOc1ccccc1C1NC(=O)NC(C)=C1C(=O)OCc1ccco1 (configuration not stated)	0%	1%	-17%	4.5%	?	-7%	i	-3%	1%
CCOC(=O)c1nnn(CC(=O)NC(=O)Nc2cccc(CC)c2)c1C(=O)OCC	11µM*!	-4%&2%	-10%	0.1%&0.3%	-11%	2%	i	?	3%
CC1(C)CC(NC(=O)C2CCC(=O)N(Cc3ccccc3F)C2)CC(C)(C)C1 (configuration not stated)	14%	-12%	1%	0.5%	?	67%[activator]	?	3%	5%
C#CCOC(=O)c1cc(Cl)c(=O)n(Cc2ccc(Cl)cc2Cl)c1	-16%	-2%	-23%	-0.1%	-24%	.	i	6%	-2%
O=S(=O)(Nc1cccc(-c2ccc(N3CCCCC3)nn2)c1)c1ccc(F)cc1F	-30%	-7%	.	0.5%	.	21%	i	?	.

Compound activity (PubChem)
